Source: PubChem
Runt-SMMHC FRET – inhibitors of RUNX1 Runt–CBFb-SMMHC binding, primary screen, biochemical, FRET, Cerulean-Runt, Venus-CBFb-SMMHC, uHTS | actives 0.74% (n = 220,000) | Cerulean-Runt/Venus-CBFb-SMMHC FRET ratio 530/480, 1 h | inhibition, % at 20 µM | Runt-related transcription factor 1 (Homo sapiens) + Core-binding factor subunit beta …;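 active means mean inhibition across duplicate retests at 20 µM reaching about 50%, limit read from the data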;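 further: 0% = DMSO wells and 100% = wells with excess untagged CBFb-SMMHC; inhibitors lower the FRET ratio by blocking Runt binding to CBFb-SMMHC; some results filed as inactive read as strong as hits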
EBV gp42 inh – Epstein-Barr virus gp42 inhibitors, primary screen, biochemical, uHTS, fluorescence polarization; Glycoprotein 42 (Epstein-Barr virus (strain AG876)), Q1HVG2; Fluorescence polarization binding assay, mP read-out; inhibition, % (tested at 21.74 µM); actives 0.42% (n = 220,000); AID 1085, 2008; in the data active means inhibition above about 50%
Tb hexokinase – Trypanosoma brucei hexokinase 1 inhibitors, primary screen, biochemical, G6PDH-coupled NADH absorbance, MLSCN library | recombinant TbHK1, G6PDH-coupled NADH A340 | actives 0.11% (n = 220,000) | AID 1430, 2008 | inhibition, % at 10 µM | hexokinase 1 [Trypanosoma brucei];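 active means inhibition of 50% or more in the single-dose primary screen; inactive means inhibition below 50%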
Runt-CBFb FRET – inhibitors of RUNX1 Runt–CBFb binding, primary screen, biochemical, FRET, Cerulean-Runt, Venus-CBFb, uHTS; Runt-related transcription factor 1 (Homo sapiens) + Core-binding factor subunit beta …; Cerulean-Runt/Venus-CBFb FRET ratio 530/480, 1 h; inhibition, % at 20 µM; actives 0.46% (n = 220,000);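 active means inhibition over about 50% at 20 µM in the single-dose screen, limit read from the data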;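 further: 0% = DMSO wells and 100% = excess unlabeled CBFb competitor control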
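Measured by: fluorescence energy transfer, 422 nm excitation, 530/480 nm emission; Assay system: Cerulean-Runt domain; Medium: Tris pH 7.5 buffer with BSA; Measure: loss of energy transfer signal; Controls: 5 µM unlabeled CBFb as full-inhibition high control; Incubation: protein complex preformed 1 h, compound exposure 1 h, room temperature, dark.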
p47phox inh – p47phox/p22phox peptide binding inhibitors, primary screen, biochemical, uHTS, NADPH oxidase regulatory subunit; AID 1274, 2008; fluorescence polarization, 2 h; Neutrophil cytosol factor 1 (Homo sapiens), P14598; actives 0.53% (n = 220,000); inhibition, % at 24.7 µM;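 active means inhibition above about 30%, limit read from the data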;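 further: 0% = p47phox with labelled peptide and 100% = labelled peptide alone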
p97 inhibitor – inhibitors of human p97 ATPase, primary screen, biochemical; recombinant p97 ATPase, Kinase-Glo ATP luminescence, 3 h; Transitional endoplasmic reticulum ATPase (Homo sapiens), P55072; actives 0.42% (n = 220,000); inhibition, % at 8 µM; in the data active means inhibition above about 15%;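 further: 0% = DMSO vehicle and 100% = wells lacking enzyme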
m-calpain inh – inhibitors of pig calpain II, primary screen, biochemical, fluorogenic peptide substrate, 1536-well; purified calpain II, 30 min; inhibition, % at 16 µM; actives 0.37% (n = 220,000);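 active means inhibition above about 50%, limit read from the data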
Furin inh – human furin inhibitors, primary screen, biochemical, fluorescence intensity; inhibition, % at 30 µM; purified furin, fluorogenic substrate cleavage; actives 0.061% (n = 220,000); P09958; in the data active means inhibition above about 25%; further: inactives centre near -15
Target sequence (P09958 108-714 limits assumed): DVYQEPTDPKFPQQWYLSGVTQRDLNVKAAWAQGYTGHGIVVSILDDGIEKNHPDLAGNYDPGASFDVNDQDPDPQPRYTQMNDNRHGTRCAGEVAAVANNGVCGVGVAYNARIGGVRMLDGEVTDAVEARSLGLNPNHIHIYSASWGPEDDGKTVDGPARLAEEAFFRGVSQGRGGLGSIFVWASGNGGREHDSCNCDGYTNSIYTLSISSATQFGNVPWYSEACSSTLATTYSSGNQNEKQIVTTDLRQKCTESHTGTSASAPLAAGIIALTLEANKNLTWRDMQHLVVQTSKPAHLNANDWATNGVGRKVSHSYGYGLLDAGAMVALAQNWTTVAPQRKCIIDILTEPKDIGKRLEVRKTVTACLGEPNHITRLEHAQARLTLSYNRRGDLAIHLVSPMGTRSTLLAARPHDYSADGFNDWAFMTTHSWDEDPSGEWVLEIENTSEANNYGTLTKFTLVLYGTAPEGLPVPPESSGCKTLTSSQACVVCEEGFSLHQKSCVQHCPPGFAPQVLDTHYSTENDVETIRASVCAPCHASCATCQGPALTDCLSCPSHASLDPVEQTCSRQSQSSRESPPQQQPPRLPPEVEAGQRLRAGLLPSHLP
RBBP9 inh – human RBBP9 inhibitors, primary screen, biochemical, fluorescence polarization, FP-Rh probe, HTS; Serine hydrolase RBBP9 (Homo sapiens), O75884; recombinant RBBP9; inhibition, % at 7.94 µM; actives 0.2% (n = 220,000); AID 1515, 2009;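 active means inhibition above the campaign mean of all tested compounds plus 3 SD, cut at about 14% in these data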;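 further: plate controls were DMSO wells with RBBP9 for no effect and wells lacking RBBP9 protein for full effect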
Target sequence (O75884 whole entry, looked up): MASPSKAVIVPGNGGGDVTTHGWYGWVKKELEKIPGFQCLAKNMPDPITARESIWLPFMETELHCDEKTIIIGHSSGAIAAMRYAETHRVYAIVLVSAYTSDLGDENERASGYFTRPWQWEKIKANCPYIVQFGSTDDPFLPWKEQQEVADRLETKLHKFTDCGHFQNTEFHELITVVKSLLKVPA
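Controls: DMSO-treated enzyme wells and wells lacking RBBP9 | Material: RBBP9 protein | Technique: Fluorescence polarization | Replication: Single well per compound, no replicates | Buffer or medium: Tris-NaCl-Pluronic buffer, pH 8.0 | Timing: 30 min compound preincubation, 45 min probe labeling, 25 °C | Read-out basis: Percent inhibition from mP, scaled between DMSO and no-protein wells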
The depositor's hits bear a star; x = no result given; [ ] = remark or other dose.

mol,RBBP9 inh,EBV gp42 inh,m-calpain inh,Furin inh,Runt-SMMHC FRET,p47phox inh,Tb hexokinase,p97 inhibitor,Runt-CBFb FRET
COc1ccc(S(=O)(=O)Cc2ccc(C(=O)N3CCN(c4ncccn4)CC3)o2)cc1,-2,x,x,-32,x,x,-7,2,x
CC(C)(C)NC(=O)C(c1cccnc1)N(C(=O)c1ccc(Cl)nc1)C1CCCC1 (stereo not given),-10,-8,-35,-26,x,-11,-3,2,x
O=C(NCC(c1cccs1)N1CCOCC1)c1ccc(Cl)c([N+](=O)[O-])c1 (stereo not given),-5,-19,-2,-21,1,-2,0,3,0
COc1ccccc1OCC(=O)NNC(=O)c1cccs1,-6,-21,-7,-14,1,-3,36,6,-1
O=C(NCC1CCCO1)/C(=C\c1ccccc1)NC(=O)c1ccccc1 (stereo not given),-1,-12,-21,-21,-1,-6,-1,4,1
CCOC(=O)C1CCCN(S(=O)(=O)c2ccccc2)C1 (stereo not given),-1,-18,1,-5[20 µM],-2,3,4,-7,-1
CCCn1cnc2sc(CC)cc2c1=O,-7,-21,-9,-19,8,-2,2,5,0
N#Cc1c(NCCCO)nc(-c2ccccc2)c2c1CCCC2,-11,-10,-126,-5,2,-5,-12,-6,0
Cn1cc(Br)c(C(=O)Nc2nccs2)n1,-5,-24,-27,-15,-1,-5,-6,5,-3
CCOc1ccccc1NC(=S)N(CCN(C)C)C(C)c1ccncc1 (stereo not given),1,-4,-2,-33,1,3,-7,9,-1
CN(CC(=O)NCc1ccco1)S(=O)(=O)c1cccc2cccnc12,-1,-11,-9,-9,3,-9,4,-3,4
COc1ccc(CNC(=O)c2ccc(C(C)C)cc2)cc1,-5,10,34,-13,0,1,5,-4,2
Cc1ccc(C)n1-c1nccc(-c2cccs2)n1,0,-11,-416,-47[20 µM],-14,-10,-7,2,12
COc1ccccc1NC(=O)C(C)N1CCN(C/C=C/c2ccccc2)CC1 (stereo not given),-2,-18,-23,-21,1,-8,-2,-6,-5
CCOc1ccc(S(=O)(=O)Nc2ccc3c(c2)OCO3)c2cccnc12,-1,-4,3,-6,-4,0,0,-2,22
CC(O/N=C/c1ccc(OC(F)F)cc1)C(=O)Nc1cccc(S(=O)(=O)N2CCOCC2)c1 (stereo not given),-3,0,28,-6,0,0,-5,-3,-6
Nc1nonc1-c1noc(COc2ccccc2Cl)n1,-8,-10,-18,-5,5,-16,5,-8,-1
COC(=O)CC1=C(C(=O)OC)[C@@H](c2ccccc2[N+](=O)[O-])C(C#N)=C(N)O1,0,-3,-22,-30,10,-3,-12,3,2
CCOC(=O)c1sc(/N=C/c2c(C)[nH]n(-c3ccccc3)c2=O)c(C#N)c1C,-4,-92,2,-17[20 µM],-2,-8,-4,1,0
Cn1c(N)c(C(=O)CSc2nc(N)cc(N)n2)c(=O)n(C)c1=O,-5,-7,5,-19,1,-13,0,4,3
Cc1ccc(-c2nnc(SCC(=O)NC3CCS(=O)(=O)C3)nc2-c2ccc(C)cc2)cc1 (stereo not given),-5,-9,23,3,-5,-6,32,-1,-7
O=C(c1ccc([N+](=O)[O-])cc1)N1CCN(C(=O)c2cccs2)CC1,1,6,20,-10,1,-2,-3,0,1
Cc1ccc2c(c1)CC1(CN2C)C(=O)OC(C)(C)OC1=O,-5,6,18,-16[20 µM],-17,-149,-3,4,0
CCCOC(=O)CC1C(=O)NCCN1C(=O)OC(C)(C)C (stereo not given),-5,-8,-4,-20,0,6,5,3,-2
CN(C)S(=O)(=O)N(CC(=O)Nc1ccccc1)c1ccccc1,-5,-13,-23,-11[20 µM],-1,-2,0,-3,-1
Cc1onc(-c2ccccc2)c1-c1n[nH]c(=S)n1-c1ccccc1Cl,-3,-18,16,-21[20 µM],1,-10,-3,3,0
NC(=O)/C(=C\c1cccnc1)NC(=O)c1ccccc1,-4,7,-5,-23,-5,2,2,0,-1
O=C(CCNc1ccc(F)cc1)c1cc2ccccc2o1,-6,-14,-8,-20,1,62*,0,4,14
CCNC(=O)N1c2ccccc2Sc2ccccc21,-7,-10,-4,-12,-4,-17,0,0,1
Cc1ccc(CN=C2Nc3ccccc3CS2)cc1,-4,-17,18,-10[20 µM],1,-12,3,2,0

3 structures out of the list, arranged by length of the SMILES, highest first.
mol,RBBP9 inh,EBV gp42 inh,m-calpain inh,Furin inh,Runt-SMMHC FRET,p47phox inh,Tb hexokinase,p97 inhibitor,Runt-CBFb FRET
Cc1ccc(-c2nnc(SCC(=O)NC3CCS(=O)(=O)C3)nc2-c2ccc(C)cc2)cc1 (stereo not given),-5,-9,23,3,-5,-6,32,-1,-7
COc1ccc(CNC(=O)c2ccc(C(C)C)cc2)cc1,-5,10,34,-13,0,1,5,-4,2
Cn1cc(Br)c(C(=O)Nc2nccs2)n1,-5,-24,-27,-15,-1,-5,-6,5,-3

Returning to the listing; the 4 compounds before the break are reprinted first.
mol,RBBP9 inh,EBV gp42 inh,m-calpain inh,Furin inh,Runt-SMMHC FRET,p47phox inh,Tb hexokinase,p97 inhibitor,Runt-CBFb FRET
NC(=O)/C(=C\c1cccnc1)NC(=O)c1ccccc1,-4,7,-5,-23,-5,2,2,0,-1
O=C(CCNc1ccc(F)cc1)c1cc2ccccc2o1,-6,-14,-8,-20,1,62*,0,4,14
CCNC(=O)N1c2ccccc2Sc2ccccc21,-7,-10,-4,-12,-4,-17,0,0,1
Cc1ccc(CN=C2Nc3ccccc3CS2)cc1,-4,-17,18,-10[20 µM],1,-12,3,2,0
N#Cc1cnn2ccn(C3OC(CO)C(O)C3O)c12 (stereo not given),-7,-7,-20,-32,-2,-1,-9,2,0
CCN1CCC(=NNC(=O)c2ccco2)CC1,1,3,15,-6[20 µM],-7,6,-6,3,1
Cc1ccc(NC(=O)C2CCN(C(=O)c3ccccc3C)CC2)cc1,-7,-18,18,-21,-26,-8,6,-2,-4
Cc1ccc(-c2nc(-c3cccnc3)sc2CC(=O)Nc2ccc3nc(C)sc3c2)cc1,-2,-22,-53,-21,0,-22,-13,2,-3
O=C(NCCc1ccc(Cl)cc1)/C(=C/c1cccnc1)NC(=O)c1ccccc1,-17,-3,28,-8,3,-11,34,-4,1
CCC1C(=O)CC(c2ccccc2)NC1c1ccccc1 (stereo not given),-8,5,-7,-12,1,-43,-1,-5,1
CCn1cc(C(=O)OCC(=O)Nc2c(C)cccc2C)c(=O)c2ccc(C)nc21,-3,-32,-6,-11,2,-5,-8,3,-2
COc1ccc2c(c1)c1nnc(SCC(=O)N3C(C)CCCC3C)nc1n2C (stereo not given),1,-20,8,-11,0,-20,-14,0,-8
Cc1ccccc1NC(=O)c1c(Cl)nc(C)c(Cl)c1C,-2,-20,-3,-30,2,-10,2,1,1
CC1=C(C(=O)Nc2ccccc2)C(c2ccc(Cl)cc2)n2c(s/c(=C/c3cccc(OCC(=O)O)c3)c2=O)=N1 (stereo not given),-22,10,-70,-15,-28,-22,-10,4,23
COc1ccc(CNC(=O)CCSCc2cccc(Cl)c2)c(OC)c1,-3,-13,0,-23,-1,-14,-11,3,-2
Cc1ccc(C)c(-n2c(SCC(=O)Nc3nonc3C)nnc2-c2ccoc2C)c1,2,-15,5,-17,0,-9,7,5,-2
COc1ccc2[nH]c(=O)c(CN(Cc3ccccc3OC)Cc3nnnn3CC3CCCO3)cc2c1 (stereo not given),-3,-19,-51,-32,-7,-8,-7,-2,-4
Cc1ccc(CN2C3=NC(=O)CN3c3ccccc32)cc1,13,-21,-4,-18[20 µM],4,-8,1,-1,0
Cc1cn(CC2COC(C)(C)O2)c(=O)[nH]c1=O (stereo not given),0,-7,-3,-13,0,-1,4,7,-2
O=C(CCc1nnc(Cc2ccc3c(c2)OCO3)o1)NC(c1ccccn1)C(F)(F)F (stereo not given),0,-7,-8,-18,0,3,-2,4,0
COc1ccc(/C=C2\SC(=O)N(CCNC(=O)C3CC4C=CC3C4)C2=O)cc1 (stereo not given),-3,-4,4,-5,2,-8,-17,5,-2
COc1ccc(/C=N/NC(=O)c2ccc3nc[nH]c3c2)cc1,5,-6,17,-11,-3,0,-38,6,-1
O=C(Nc1nncs1)c1cccnc1Cl,-11,-14,-3,-10,2,-4,0,-2,0
Cc1nonc1NC(=O)CSc1nc2c(C)cccc2cc1C#N,-6,-21,-3,-29,-27,-36,-1,2,-6
COC(=O)c1sccc1NC(=O)c1cccs1,-7,-11,20,-15,-11,-8,-3,-4,0
Cc1ccc2cc(/C=N/NC(=O)[C@H](C)NC(=O)OC(C)(C)C)c(Cl)nc2c1,5,-17,3,-13,-2,-6,-9,4,0

Rows are unselected. About 2.7% of those tested had a hit in this group.
